HIF-2a inh: inhibitors of HIF-2a | 786-0 RCC cells HIF-2a reporter, luciferase luminescence, overnight | inhibition, % at 18.8 µM | actives 0.72% (n = 360,000) | AID 624352;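 active means inhibition of the luminescence signal of 40% or more relative to plate controls, in a single-dose primary screen at 18.75 µM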
Cardio protect: protects H9c2 cardiomyocytes from peroxide injury | H2O2 injury protection, ATPLite, 2 h | protection from H2O2 cell death, % at 20 µM | actives 0.63% (n = 360,000);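 active means compounds giving at least 50% protection of heart cells from peroxide-induced death in the single-dose screen, raw or plate-pattern-corrected value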;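 further: 0% = DMSO wells with peroxide and 100% = DMSO wells without peroxide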
TRPM1 prom inh: reduces MITF-dependent TRPM1 promoter luciferase signal | inhibition, % at 12.5 µM | SK-MEL-5 TRPM1 promoter luciferase, 24 h | actives 0.83% (n = 330,000);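 active means mean inhibition across replicates of 60% or more, whatever share of single replicates reaches that level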; further: values of inactives mirror those of a sister screen read the other way
hiPSC survival: increases survival of single human iPS cells. AID 602274. survival enhancement, % at 20 µM. actives 0.044% (n = 360,000). hiPSC single-cell survival, ATPlite luminescence; 100% = ROCK inhibitor wells, 0% = DMSO; in the data active means survival enhancement above about 18%;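 further: cells exposed to compounds for 16 hours before the ATP read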
CaV13 ICDI inh: Disruptors of the CACNA1D IQ motif to Ca2+-dependent inactivation inhibitor domain association, primary screening, Förster resonance energy transfer in intact living …. actives 0.098% (n = 340,000). HEK cells, CFP/YFP FRET ICDI-IQ, plate reader, 10 min; percent FRET-ratio fall versus neutral wells. inhibition, % at 12.3 µM;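 active means mean replicate inhibition of at least 30% and at least 1% of replicates passing that level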;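 further: 0% = median of the neutral control wells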
Shn3 inh set2: reduces Shn3 3'UTR luciferase signal in osteoblasts; Clone20 osteoblast Shn3 3'UTR firefly luciferase, 24 h; inhibition, % at 12.5 µM; actives 0.52% (n = 360,000);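 active means mean inhibition of at least 75% with every replicate also reaching 75%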;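 further: 0% = median of neutral control wells and 100% = pilot-screen positive control compound; some compounds past the cut are filed as inactive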
NR2E3 ag-1: agonists of human NR2E3 nuclear receptor; Q9Y5X4; CHO-S Gal4-NCOR/VP16-NR2E3 two-hybrid, luciferase; inhibition of corepressor binding, % at 3.98 µM; actives 0.35% (n = 360,000); AID 602229;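 active means inhibition above the mean of all tested compounds plus 3 SD, cut at about 70% in these data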;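 further: 0% = DMSO with NR2E3 transfected cells and 100% = cells lacking NR2E3 construct; higher means lower luciferase signal from less NR2E3 corepressor binding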
Target sequence (Q9Y5X4 whole entry, looked up, the tested form may be a part): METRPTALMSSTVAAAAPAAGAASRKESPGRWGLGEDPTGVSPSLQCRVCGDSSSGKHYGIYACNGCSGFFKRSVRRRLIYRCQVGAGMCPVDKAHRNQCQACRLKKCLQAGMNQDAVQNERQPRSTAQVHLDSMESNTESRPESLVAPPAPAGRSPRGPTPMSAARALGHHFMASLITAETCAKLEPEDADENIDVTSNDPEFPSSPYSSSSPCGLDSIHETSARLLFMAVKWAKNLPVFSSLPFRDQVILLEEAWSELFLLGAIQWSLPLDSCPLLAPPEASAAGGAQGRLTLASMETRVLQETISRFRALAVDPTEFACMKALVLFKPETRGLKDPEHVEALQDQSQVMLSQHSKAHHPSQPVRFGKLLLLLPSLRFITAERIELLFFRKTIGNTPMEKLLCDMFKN
PDI turbidity: PDI (human) enzyme inhibition. PDI insulin aggregation turbidity, A650, 90 min. inhibition, % at 10 µM. actives 0.052% (n = 350,000). AID 588391;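 active means mean inhibition across replicates of 30% or more, whatever share of single replicates reach that level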;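 further: absorbance from insulin aggregation driven by PDI reduction with DTT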
HTR2A ag: agonists of mouse serotonin 5-HT2A receptor (HTR2A) | activation, % at 7.6 µM | AID 624169 | CHO-K1 mHTR2A beta-arrestin complementation, luminescence; percent of 30 µM serotonin response | actives 0.66% (n = 360,000) | P35363;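 active means activation above a run cutoff, the mean activation of all tested compounds plus 3 SD, cut at about 14% in these data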;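 further: 0% = plate median of compound wells and 100% = 30 µM serotonin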
Target sequence (P35363 whole entry, looked up): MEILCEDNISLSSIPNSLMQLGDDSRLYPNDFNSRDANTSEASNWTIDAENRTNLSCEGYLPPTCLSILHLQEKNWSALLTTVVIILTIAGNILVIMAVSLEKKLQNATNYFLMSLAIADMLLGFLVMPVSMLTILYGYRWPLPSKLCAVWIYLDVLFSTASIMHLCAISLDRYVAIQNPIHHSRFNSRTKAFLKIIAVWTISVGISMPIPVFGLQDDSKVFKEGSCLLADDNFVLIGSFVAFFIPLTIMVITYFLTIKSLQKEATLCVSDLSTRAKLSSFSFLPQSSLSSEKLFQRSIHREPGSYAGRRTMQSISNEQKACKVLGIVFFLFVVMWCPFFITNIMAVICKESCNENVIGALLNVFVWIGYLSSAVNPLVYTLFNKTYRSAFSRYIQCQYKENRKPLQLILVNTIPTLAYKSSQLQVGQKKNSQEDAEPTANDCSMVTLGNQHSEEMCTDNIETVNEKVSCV
NR2E3 ag-2: agonists of human nuclear receptor NR2E3 | Q9Y5X4 | inhibition of corepressor binding, % at 4.78 µM | actives 0.12% (n = 320,000) | GST-NR2E3/biotin-RetCOR TR-FRET, 1536-well | AID 2300;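 active means percent inhibition above the cutoff of mean plus 3 SD of all tested compounds, set per screening campaign, cut at about 20% in these data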;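 further: 0% = DMSO wells and 100% = biotin wells as full block of FRET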
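Material: NR2E3–RetCOR corepressor complex / Incubation: Compound–protein incubation for 5 h at 4 °C / Dosing: compound at 4.8 µM, single dose / Detection: time-resolved FRET / Benchmarks: high control biotin, low control 0.6% DMSO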
Peg3 prom inh: Peg3 promoter activity inhibition. actives 1.7% (n = 360,000). inhibition, % at 20 µM. AID 588405. HeLa PEG-Prom luciferase reporter, luminescence, overnight;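 active means inhibition of at least 50% at 20 µM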
Active calls of the source: *; nt = no result given.

SMILES	HIF-2a inh	Cardio protect	TRPM1 prom inh	hiPSC survival	CaV13 ICDI inh	Shn3 inh set2	NR2E3 ag-1	PDI turbidity	HTR2A ag	NR2E3 ag-2	Peg3 prom inh
COc1ccc(C(=O)NC2CCN(CC(=O)NCc3ccccc3)CC2)cc1	2.3	0.9	9.6	-0.2	-4.2	7.2	2.6	-4.5	-0.5	2.9	-2.7
COc1ccc(/C=C/C(=O)Nc2cccc(S(=O)(=O)N3CCOCC3)c2)cc1OC	-8.9	3.3	1.9	0.3	-6.4	13.5	0.8	-1.7	4.3	nt	-0.8
S=C(NCc1ccco1)Nc1ccc(Cl)cc1Cl	-138.3	-0.5	-28.1	-0.7	-2.4	-2.1	-65.6	-6.0	0.5	2.3	-130.4
Nc1ccn(Cc2ccccc2F)n1	4.4	-3.1	-9.2	-0.5	-6.5	-0.9	-13.6	0.6	-3.7	2.4	-1.0
NS(=O)(=O)c1ccc(CCNC(=O)C2CCCN2C(=O)c2cccs2)cc1 (stereo not drawn)	11.3	2.8	nt	0.9	-14.9	15.7	3.6	8.5	1.3	nt	11.3
O=[N+]([O-])c1ccc(Cl)c(S(=O)(=O)Nc2ccc3cn[nH]c3c2)c1	12.4	10.6	3.4	0.0	-5.5	1.1	30.0	-2.2	-0.7	nt	10.8
O=C(Nc1ccccn1)C(=O)Nc1ccccn1	-217.6	-4.2	-78.9	-0.6	-6.1	-88.8	-106.9	1.9	2.4	-0.9	-174.6
O=c1[nH]cc(-c2ccc(Br)cc2)n1Cc1ccccc1	20.0	-5.1	7.2	1.4	-4.2	7.3	0.4	-6.6	5.5	3.7	13.5
O=C(Nn1c(Cc2ccccc2)nc2ccccc2c1=O)c1c(O)c2cccc3c2n(c1=O)CCC3	19.8	-12.8	-4.9	-0.3	11.9	27.4	-7.1	8.5	1.5	-2.9	20.1
NC(=O)CN(N=Nc1cccc([N+](=O)[O-])c1)c1cccc([N+](=O)[O-])c1	-3.4	-13.7	-2.9	-0.7	-5.6	25.2	17.3	3.1	2.0	1.6	18.3
O=C(NCCC1CCCCN1S(=O)(=O)c1ccccc1)C(=O)NCc1cccnc1 (stereo not drawn)	8.2	0.2	-0.1	1.1	-5.9	0.3	-19.9	1.1	-2.2	3.3	4.0
CCOc1ccc(Nc2ncnc3c2cnn3-c2ccccc2)cc1	-104.2	-14.4	-44.7	0.2	-6.6	-17.7	-3.3	5.3	8.8	2.7	-23.7
COc1ccc(CNc2ccc3c(c2)CCC3)cc1Br	-115.0	-4.1	-1.6	-0.4	19.4	-66.3	-26.9	5.9	-3.0	0.8	-110.3
CC1CN(Cc2ccc(Cl)cc2Cl)CC(C)O1 (stereo not drawn)	-17.3	5.7	-6.8	-2.3	-5.6	-25.8	-8.3	11.6	1.6	-0.3	-69.8
CC(C)Nc1nc(Cl)nc(NNC(=O)C(C)Oc2ccccc2)n1 (stereo not drawn)	19.5	-2.1	9.4	-1.9	nt	-2.6	-34.4	-2.7	3.2	4.2	13.2
CSc1ccc(-c2nnn(Cc3ccc(C)cc3)n2)cc1	-293.3	-35.0	-101.3	-1.2	nt	-55.7	-96.9	-8.9	-2.2	3.5	-387.1
CCSc1nnc(NC(=O)CSc2sc3c(O)cc(=O)[nH]c3c2C#N)s1	6.8	3.7	7.6	-0.4	-4.0	21.0	-30.9	3.6	-2.4	4.3	9.0
CCC1(CC)Nc2ccccc2C(=O)N1c1ccc(NC(C)=O)cc1	-61.9	-13.0	-10.0	-1.7	-5.1	-29.1	-30.9	-11.0	2.7	-2.1	-60.4
O=C(NN1CCOCC1)c1cnn2c(C(F)F)cc(-c3ccccc3)nc12	22.3	15.8	-14.8	0.1	-5.2	-2.0	-12.2	-1.2	-0.7	2.9	21.8
Cc1ccc(NC(=O)c2cc(C)on2)cc1	-189.1	-6.3	-94.7	1.5	-7.9	-91.5	-77.1	0.8	-8.9	0.1	-201.7
CCOC(=O)C1(C(=O)OCC)COC(=O)C1CN1Cc2cc3ccccc3nc2C1 (stereo not drawn)	24.0	-9.8	nt	-2.5	-9.3	-7.7	11.6	-22.2	0.8	nt	16.8
CCOCCCN(C(=O)CCC(=O)Nc1cc(C)on1)C(C(=O)NC(C)(C)C)c1ccccc1Cl (stereo not drawn)	-3.6	-1.3	2.7	-0.7	-3.7	6.8	-8.6	6.7	-5.1	3.5	2.6
CC1(C(=O)NC2CCCC2)CCC(=O)N1Cc1ccccc1Cl (stereo not drawn)	16.6	7.1	10.7	-1.6	-5.0	3.8	22.5	-4.0	4.6	-0.2	6.8
CCCc1cc(C(N)=O)c(NC(=O)C2CCCO2)s1 (stereo not drawn)	-68.9	3.3	3.2	3.0	-5.0	-11.5	-25.5	-5.3	-3.1	3.8	-28.3
CC(C)Cn1c(=O)[nH]c2ccccc21	11.7	-22.8	6.8	4.7	-5.4	4.7	18.4	-2.8	5.1	3.6	11.3
O=C(O)CCCCCN1C(=O)C(O)=C(C(=O)/C=C/c2ccccc2)C1c1cccc([N+](=O)[O-])c1 (stereo not drawn)	16.4	1.4	3.6	-0.3	-6.8	-2.8	-20.8	-1.9	4.0	1.5	1.1
CS(=O)(=O)c1ccc(Cl)c(NC(=O)c2ccc3ccccc3c2)c1	-87.8	-3.2	-2.4	1.6	-3.4	-6.7	-21.2	-0.5	-5.3	0.7	-88.1
O=C(O)c1cccc(N=C2NC(=O)C(CO)(CO)S2)c1	17.8	6.4	10.9	0.9	-10.8	8.1	-35.1	2.2	7.7	1.3	0.2
Cc1ccc(C(=O)N/N=C\c2cc3c(cc2Br)OCO3)cn1	3.2	-7.7	-5.1	-0.3	-3.7	-4.6	-8.2	5.1	-1.2	-0.7	-4.8
O=C(Nc1cccc(C(F)(F)F)c1)c1csc([C@@H]2O[C@H](CO)[C@H](O)[C@H](O)[C@H]2O)n1	-1.4	10.2	nt	6.0	-11.6	-7.5	-6.7	8.1	4.7	nt	0.1
c1csc(-c2nn3c(C4CCCCC4)nnc3s2)c1	0.4	-0.5	-7.8	-0.4	3.9	2.5	-18.8	-5.9	3.9	nt	17.9
C=CCN1CCN(C(=O)c2ccc(-c3ccccc3)cc2)CC1	4.1	2.5	13.0	0.3	-4.6	-18.0	-7.0	-2.2	2.2	1.5	10.6
Cc1cc(C)c(C)c(S(=O)(=O)Nc2cccnc2)c1C	18.7	6.6	1.3	-0.5	-20.2	-14.2	-21.1	4.3	-0.2	0.0	1.7
N#CC1=C(N)OC2=C(C(=O)CCC2)C12CCN(C(=O)OCc1ccccc1)CC2	-24.4	1.7	-13.7	-1.6	-8.4	-7.8	3.0	2.8	6.2	5.2	-0.7
CC(=O)N1CCN(C2=Nc3cccc4cccc2c34)CC1	-52.8	4.3	-18.0	1.0	-12.1	9.2	-8.5	0.8	2.1	-1.7	-39.2
CCOC(=O)c1cc(-c2ccccc2)n(Cc2cc(CC)no2)n1	2.4	6.7	22.6	-3.1	-8.8	-13.8	-9.4	-1.8	2.8	4.3	13.8

Reprinted at random: 4 records from the list
SMILES	HIF-2a inh	Cardio protect	TRPM1 prom inh	hiPSC survival	CaV13 ICDI inh	Shn3 inh set2	NR2E3 ag-1	PDI turbidity	HTR2A ag	NR2E3 ag-2	Peg3 prom inh
CC(C)Cn1c(=O)[nH]c2ccccc21	11.7	-22.8	6.8	4.7	-5.4	4.7	18.4	-2.8	5.1	3.6	11.3
CC(=O)N1CCN(C2=Nc3cccc4cccc2c34)CC1	-52.8	4.3	-18.0	1.0	-12.1	9.2	-8.5	0.8	2.1	-1.7	-39.2
CCOC(=O)c1cc(-c2ccccc2)n(Cc2cc(CC)no2)n1	2.4	6.7	22.6	-3.1	-8.8	-13.8	-9.4	-1.8	2.8	4.3	13.8
Cc1cc(C)c(C)c(S(=O)(=O)Nc2cccnc2)c1C	18.7	6.6	1.3	-0.5	-20.2	-14.2	-21.1	4.3	-0.2	0.0	1.7

Next section:
SMILES	HIF-2a inh	Cardio protect	TRPM1 prom inh	hiPSC survival	CaV13 ICDI inh	Shn3 inh set2	NR2E3 ag-1	PDI turbidity	HTR2A ag	NR2E3 ag-2	Peg3 prom inh
Cc1cccc(-c2n[nH]c(=S)n2/N=C/c2ccc(C)o2)c1	5.6	-3.4	-0.8	0.5	-2.3	-7.4	-13.2	-1.4	-5.9	-1.6	0.4
Brc1ccc2nc(C3CCCCC3)c(Cc3ccsc3)n2c1	-16.9	-2.8	nt	-1.2	-7.4	-6.9	-19.3	nt	-3.6	nt	14.7
COc1cc(C(=O)NCCSc2ccccc2)cc(OC)c1OC	-9.2	-4.5	-3.4	3.1	-19.7	6.5	-11.6	19.8	-4.2	3.4	-6.7
COc1ccc(N2CCN(S(=O)(=O)CCNC(=O)COc3cccc(OC)c3)CC2)cc1	8.3	-1.0	-3.0	-0.2	-7.2	-1.3	1.3	1.7	-5.5	-1.9	-27.5
CC1(Cc2cccc(C#N)c2)C(=O)Nc2c(Cl)cccc21 (stereo not drawn)	3.1	-0.8	nt	7.3	-5.3	-3.3	26.9	9.5	3.8	nt	-3.4
COc1cc(OC)c2c3c(c(C4CCCCC4)nc2c1)CCC3	8.6	-19.5	2.0	0.6	-11.0	3.5	-30.6	0.7	-2.8	5.0	9.4
CS(=O)(=O)N(CC(=O)N1CCOCC1)c1cccc([N+](=O)[O-])c1	8.2	9.0	12.3	-0.3	-4.5	4.3	-1.0	2.9	2.9	0.1	0.5
CCC1CN(C(=O)N2CCC(C(=O)NCc3ccco3)CC2)c2ccccc2O1 (stereo not drawn)	11.0	-1.4	-0.3	-0.4	-5.4	-21.5	-0.3	-8.5	3.0	-3.4	9.4
COc1cccc(CNn2c(-c3cccc(C)c3)nc3ccccc3c2=O)c1	25.1	21.2	7.9	-0.9	-12.2	15.5	-24.2	1.1	1.2	1.3	23.3
NS(=O)(=O)c1cnccc1Nc1cccc(F)c1	16.8	-0.5	7.6	0.6	-6.7	-8.2	20.1	3.0	0.6	-2.7	11.2
O=C(OCCOc1ccccc1)c1cc(S(=O)(=O)N2CCOCC2)c(Cl)cc1Cl	-14.6	-7.5	nt	-1.8	-7.3	-15.3	17.7	4.0	11.1	nt	-15.0
O=Nc1c(O)[nH]c2ccc(F)cc12	8.3	-2.6	9.9	-1.8	11.9	-8.4	10.0	-1.8	8.9	-3.5	7.9
Cc1ccc(SCC(=O)OCC(=O)NCCC2=CCCCC2)cc1	-3.5	1.8	-0.5	0.0	-5.8	-2.1	-8.2	-7.6	2.9	0.9	-13.5
COc1ccc(/C=N/N(C)c2cc(=O)n(C)c(=O)[nH]2)cc1OC	-29.1	4.4	-16.5	0.9	-6.1	-2.4	-36.6	0.3	5.1	0.1	-20.4
O=C(Nc1ccc(NC(=O)C2CC2)nc1)c1ccco1	-125.8	-2.7	-16.1	0.9	-4.5	-37.2	-38.1	1.2	1.8	0.8	-111.9
Cc1cc(C)n(C(=O)CNC(=O)c2cccs2)n1	9.7	10.3	8.8	1.0	-4.1	-9.5	9.7	12.2	7.2	2.6	8.1

From PubChem
